LYPLA2 inh = counter-screen for PME1 inhibitors: inhibitors of human LYPLA2; recombinant LYPLA2, FP-Rh probe fluorescence polarization; inhibition, % at 5.9 µM; hit rate 0.38% among 320,000; AID 2177;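 active = inhibition above the screen-wide mean plus 3 SD, limit set per campaign, cut at about 26% in these data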;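 also: 0% = LYPLA2 with DMSO and 100% = wells lacking LYPLA2 enzyme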
PP5 inh = PP5 (human) phosphatase inhibition. P53041. purified PP5c, OMFP substrate fluorescence. inhibition, % at 6.7 µM. hit rate 0.18% among 320,000. AID 1987;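 active = inhibition above the campaign's mean inhibition across all tested compounds plus 3 SD, cut at about 9.5% in these data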;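 also: 0% = DMSO only and 100% = 100 µM cantharidin control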
PP1 inh = blocks human PP1-alpha phosphatase, a PP5 counter-screen; P62136; purified PP1alpha, OMFP fluorescence; inhibition, % at 6.7 µM; hit rate 0.9% among 320,000; AID 2235;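 active = inhibition above the mean inhibition of all tested compounds plus 3 SD, computed separately for each screening campaign, cut at about 15% in these data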
PREPL inh = inhibitors of human prolyl oligopeptidase-like enzyme PREPL; inhibition, % at 5.96 µM; AID 2751; recombinant PREPL, fluorescence polarization activity-based probe; Q4J6C6; hit rate 0.68% among 320,000; in the data active = inhibition above about 43%;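 also: 0% = enzyme with DMSO and 100% = wells lacking enzyme; many of its hits are not listed in these tables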
Target sequence (Q4J6C6 whole entry, looked up): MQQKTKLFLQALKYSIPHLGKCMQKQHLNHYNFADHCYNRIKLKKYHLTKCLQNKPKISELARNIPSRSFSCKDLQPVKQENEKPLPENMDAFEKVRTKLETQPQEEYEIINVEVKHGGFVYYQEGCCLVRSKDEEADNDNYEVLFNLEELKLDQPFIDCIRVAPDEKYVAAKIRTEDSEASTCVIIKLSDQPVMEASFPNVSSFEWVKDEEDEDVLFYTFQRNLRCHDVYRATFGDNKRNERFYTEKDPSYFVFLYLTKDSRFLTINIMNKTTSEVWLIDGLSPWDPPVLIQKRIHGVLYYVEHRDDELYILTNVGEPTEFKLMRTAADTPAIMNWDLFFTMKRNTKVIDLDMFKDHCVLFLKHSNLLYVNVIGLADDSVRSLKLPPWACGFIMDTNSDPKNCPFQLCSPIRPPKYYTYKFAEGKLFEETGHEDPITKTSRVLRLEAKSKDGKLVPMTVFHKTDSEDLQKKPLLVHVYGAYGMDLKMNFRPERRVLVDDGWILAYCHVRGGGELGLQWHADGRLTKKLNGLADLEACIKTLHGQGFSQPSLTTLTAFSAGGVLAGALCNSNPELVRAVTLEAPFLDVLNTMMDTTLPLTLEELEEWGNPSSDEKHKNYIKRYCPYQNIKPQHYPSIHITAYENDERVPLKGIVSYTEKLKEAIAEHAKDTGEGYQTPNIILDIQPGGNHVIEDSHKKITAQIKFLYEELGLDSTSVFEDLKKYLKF
Fh CTSL1 inh = blocks F. hepatica cathepsin L1 in PFM18AAP counter-screen. inhibition, % at 5.96 µM. hit rate 0.49% among 300,000. AID 1906. recombinant F. hepatica cathepsin L1, Z-Leu-Arg-MCA fluorescence;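 active = inhibition above the mean of all tested compounds plus 3 SD, set per screening campaign, cut at about 17% in these data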;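 also: 0% = plate median of test compound wells and 100% = 1 µM Z-Phe-Ala-diazomethylketone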
core dimer inh = HCV core protein dimerization inhibition; TR-FRET GST/Flag-core106 dimerization, 1536-well; inhibition, % at 5 µM; hit rate 0.33% among 300,000;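 active = inhibition above the mean of all tested compounds plus 3 SD, set per screening campaign, cut at about 45% in these data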
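Assay system: tagged HCV core106 pair (GST and Flag); medium: KF-containing HEPES buffer, pH 7.45, DTT, CHAPS, BSA; also added: Eu donor and XL665 acceptor anti-tag antibodies; dosing: 5 µM single dose; timing: compound-protein-antibody incubation 4 h at 22.5 °C; signal: TR-FRET 671 and 617 nm emission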
Efflux pump mplx = inhibitors of Candida antifungal efflux pumps expressed in yeast; inhibition, % at 10 µM; AID 485275; S. cerevisiae Candida pump triplex, Nile Red efflux; hit rate 0.44% among 330,000;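 active = plate passing quality check with inhibition over a set limit, or well fluorescence over plate mean plus 4 SD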;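 also: Nile Red retained in pooled yeast measured as flow cytometry median fluorescence; 0% = buffer negative control and 100% = Enniatin B positive control; higher means more Nile Red kept so more efflux inhibition; some compounds called inactive have numbers as strong as hits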
JMJD2C inh = inhibitors of human GASC-1 (JMJD2C) demethylase; inhibition, % at 2.35 µM; hit rate 0.069% among 330,000; Q9H3R0; GST-JMJD2C(1-420) H3K9me3 demethylation, DELFIA europium; AID 2099;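 active = more than half of a compound's replicate wells show inhibition beyond 50%, single wells judged on their own value; inconclusive = some, but no more than half, of replicates pass 50% inhibition; inactive = no replicate passes 50% inhibition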;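 also: signal counts dimethyl H3K9 product captured on neutravidin plate; 0% = median of DMSO wells and 100% = 0.3 times that DMSO median; strong numbers were not always called active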
Target sequence (Q9H3R0 1-420 limits assumed): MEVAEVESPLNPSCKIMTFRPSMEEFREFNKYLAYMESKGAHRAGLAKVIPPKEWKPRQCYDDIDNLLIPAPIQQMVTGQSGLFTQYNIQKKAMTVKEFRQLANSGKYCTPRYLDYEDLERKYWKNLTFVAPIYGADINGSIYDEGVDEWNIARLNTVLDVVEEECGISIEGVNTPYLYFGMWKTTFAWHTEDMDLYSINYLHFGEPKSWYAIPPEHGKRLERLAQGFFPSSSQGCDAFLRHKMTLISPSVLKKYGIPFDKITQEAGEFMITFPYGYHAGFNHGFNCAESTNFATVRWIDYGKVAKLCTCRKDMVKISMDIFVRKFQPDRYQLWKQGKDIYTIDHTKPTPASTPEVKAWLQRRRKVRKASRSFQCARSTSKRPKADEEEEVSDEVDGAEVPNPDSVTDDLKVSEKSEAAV
TPT1 inhibitor = blocks Candida albicans tRNA 2'-phosphotransferase. recombinant caTPT1, FP RNA substrate dephosphorylation. inhibition, % at 5 µM. hit rate 0.81% among 300,000;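 active = inhibition above the mean of all tested compounds plus 3 SD, set per screening campaign, cut at about 24% in these data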;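 also: plate controls were DMSO alone for no effect and ferristatin control at 100 nM for full effect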
Starred values were filed as active, the others as inactive; ? = inconclusive; . = not tested or not shown; & = joins results of further samples. These rows are one share of the data; count on the stated rates, not on these rows.

SMILES	LYPLA2 inh	PP5 inh	PP1 inh	PREPL inh	Fh CTSL1 inh	core dimer inh	Efflux pump mplx	JMJD2C inh	TPT1 inhibitor
CCOc1ccc(S(=O)(=O)N2CCOCC2)cc1NC(=O)CSCc1ccc(C)cc1	-8	2.8	-5	24	.	.	0.1	6	.
CCOc1ccc(N2C(=O)C3C4C=CC([C@H]5CC45)[C@@H]3C2=O)cc1 (stereo not given in full)	2	2.7	-2	-1	-2	-1	0.1	-1	-1
O=C1NC(=Nc2ccccc2)/C(=C/c2ccco2)S1	-8	5.1	1	4	0	-6	0.3	1	0
CCn1cc(C(=O)OCC(=O)NCc2ccc3c(c2)OCO3)c(=O)c2ccc(C)nc21	4	0.5	1	5	1	6	0.1	-5	2
Cc1ccc(CS(=O)(=O)c2ncn[nH]2)cc1	5	0.2	0	2	0	2	0.1	3	-3
Nc1cccn2c(-c3ccc(Cl)cc3)cnc12	-6	-1.5	-1	27	-4	6	0.2	-4	20
CCNC(=S)NNC(=O)c1ccc2ncccc2c1	2	-0.7	-4	4	-3	-2	-0.1	-5	-2
Cc1nc2ccccc2c2c1C(=O)N(c1cccc(C(=O)O)c1)C2=O	-2	0.0	-3	-6	0	-2	0.0	3	-2
O=C(Cn1cnc([N+](=O)[O-])n1)N/N=C/c1ccc(O)cc1O	-3	-2.3	-3	0	2	-3	-0.3	-4	-4
Cc1cccc(N2CCN(c3nnc(C(F)(F)F)s3)CC2)c1	0	0.3	-3	12	1	-3	-0.1	?	-1
Cc1cccc(-n2ccnc2CN2CCC(CO)(Cc3ccccc3)CC2)c1	2	4.7	1	2	-3	5	0.3	18	2
Cc1ccc(S(=O)(=O)Nc2ccc3c(c2)nc(CCN2CCCC2)n3C)cc1	-3	-0.1	2	-23	-1	9	0.2	-19	-1
Cc1ccc(/C=N/n2c(C)nnc2C)s1	7	3.7	3	5	-2	-2	-0.1	-5	-3
Cc1oc2cc(O)ccc2c(=O)c1Oc1ccccc1Br	6	2.6	0	0	3	2	0.1	-4	0
O=C(CC(=O)c1ccccc1)Nc1ccc(Cl)cc1	-15	-0.1	2	-8	1	2	0.1	0	-3
CN1CCN(CC#CC2(O)CCCCC2)CC1	-6	-4.9	-4	-4	0	0	0.1	-1	5
COc1ccc(C=O)c(OC)c1	2	-0.4	-6	-1	-2	-3	-0.3	2	-6
O=C(C1CC1)N1CCC(c2nc(-c3ccc(S(=O)(=O)N4CCCC4)cc3)no2)CC1	3	1.2	-3	5	-1	3	-0.1	0	1
COc1ccccc1CCNC(=O)CSc1nc(=O)[nH]c2c1CCC2	-2	-1.8	-7	-2	0	-2	-0.1	2	-1
COc1ccc2nc(N3CCCCC3)c(/C=C3\SC(=S)NC3=O)cc2c1	-2	5.1	-1	1	7	11	-0.1	0	11
CCCn1nc2cc(C(=O)NCc3ccc(C)cc3)ccc2c1OCC	-1	0.5	-2	0	-1	6	0.2	0	3
COC(=O)C1=C(C(=O)OC)[C@@H]2Nc3ccccc3[C@@]23C[C@@H](C(=O)OC)N=C3N1	-8	1.8	-1	11	-4	-9	0.1	0	3
O=C(CN1C(=O)NC2(CCCCCCC2)C1=O)N1CCc2ccccc2C1	-3	2.8	-3	-12	-1	0	0.0	-7	-1
FC(F)(F)c1nc2cc3nc4ccccc4[nH]c3cc2n1	8	3.2	-1	8	-1	-25	-0.1	-10	-3
CN(C)c1ccc(NC(=O)CSc2n[nH]c(-c3ccco3)n2)cc1	5	-1.9	-1	18	2	-10	-0.1	-5	-5

Some entries already given, limited to JMJD2C inh, PP5 inh and TPT1 inhibitor.
| canonical_smiles | JMJD2C inh | PP5 inh | TPT1 inhibitor |
| --- | --- | --- | --- |
| Cc1ccc(/C=N/n2c(C)nnc2C)s1 | -5 | 3.7 | -3 |
| Cc1oc2cc(O)ccc2c(=O)c1Oc1ccccc1Br | -4 | 2.6 | 0 |
| O=C(CC(=O)c1ccccc1)Nc1ccc(Cl)cc1 | 0 | -0.1 | -3 |
| CN1CCN(CC#CC2(O)CCCCC2)CC1 | -1 | -4.9 | 5 |
| COc1ccc(C=O)c(OC)c1 | 2 | -0.4 | -6 |

(next part)
SMILES	LYPLA2 inh	PP5 inh	PP1 inh	PREPL inh	Fh CTSL1 inh	core dimer inh	Efflux pump mplx	JMJD2C inh	TPT1 inhibitor
O=C(OCc1cnc(Cl)s1)c1cccc(Cl)c1	2	3.3	0	-32	1	7	0.0	4	-2
CC(/C=C/c1ccco1)=N\NC(=O)COc1ccc(C)c(C)c1	-2	1.0	0	19	3	3	0.1	-12	-1
O=C(O)c1ccc(Cl)c(S(=O)(=O)NCc2cccnc2)c1	3	2.4	-5	2	-6	0	-0.1	-11	3
CCOC(=O)N1CCC(N2Cc3cccc(C(=O)NC(C)c4ccc5c(c4)OCCO5)c3C2=O)CC1 (stereo not given)	21	2.6	-2	-5	1	12	0.2	6	2
CS(=O)(=O)c1ccc(C(=O)NC2CCOC2=O)cc1 (stereo not given)	-1	0.6	-5	-3	-1	-3	-0.2	-5	-2
COc1ccc(OC(=O)NCCc2ccccc2)cc1	-3	0.2	-3	1	4	0	-0.2	-2	0
CC(C)OC(=O)CN1CCN(C2c3ccccc3-c3ccccc32)CC1	8	0.5	2	-10	0	0	0.0	3	-3
CC(C)(C)c1ccc(/C=C2\Oc3cc(O)ccc3C2=O)cc1	-2	5.2	2	8	1	0	-0.1	6	30*
Cc1ccccc1OCc1nc(-c2ccc(-n3cccc3)cc2)no1	-1	0.9	-1	6	4	-2	-0.1	11	-4
O=C1CCCC2=C1C(c1ccc(Cl)cc1)n1c(s/c(=C\c3ccc4ccncc4c3)c1=O)=N2 (stereo not given)	-4	-0.5	4	0	0	7	0.2	6	13
Cc1cc(=O)oc2cc(OC(C)C(=O)NC3CCCC3)ccc12 (stereo not given)	5	-0.8	-1	-2	0	-3	-0.1	-4	-2
Cc1ccc(NC(=O)CC2SC3=NCCN3C2=O)cc1 (stereo not given)	-2	3.0	2	-2	-3	0	0.1	2	3
CCc1cc(C(=O)OC)c(NC(=O)CSc2nccn2C)s1	-2	3.9	-4	-3	3	8	0.1	-2	2
CCN(CC)CCCn1c(=S)[nH]c2cc(Cl)ccc2c1=O	-1	1.2	-2	11	0	-6	-0.1	2	-4
O=C(CN1C(=O)NC2(CCOc3ccccc32)C1=O)c1ccc(Cl)s1 (stereo not given)	5	4.0	-1	4	.	.	0.4	4	.
COc1ccccc1NC(=O)Nc1ccc(NC(=O)c2ccccc2O)cc1	0	-0.7	-1	7	3	2	-0.1	-15	0
Cc1ccccc1N1CC(C(=O)Nc2nnc(SCc3ccccn3)s2)CC1=O (stereo not given)	4	0.3	0	3	3	32	-0.4	10	1
Nc1nn2cc(-c3ccc(Br)cc3)nc2c2ccccc12	-1	5.4	8	32	2	5	-0.2	0	-2
COCCCN(C(=O)c1cc2c(s1)CCC2)c1c(N)n(Cc2ccccc2)c(=O)[nH]c1=O	1	-0.8	2	9	0	35	0.0	5	0
CCC(=O)NC(=S)Nc1ccc(NC(=O)c2ccc([N+](=O)[O-])cc2)cc1	-15	0.8	6	13	-2	15	0.3	4	-1
N#CCCN(Cc1cccnc1)C(=S)NCc1ccco1	-5	-0.2	7	6	0	-1	0.1	5	3
CN(Cc1c(C(=O)N/N=C/c2cccc(O)c2)nnn1-c1nonc1N)C1CCCCC1	1	3.4	3	10	3	4	0.4	-25	0
CCc1ccc(OCC(=O)NNC(=O)c2c(CC)noc2C)cc1	3	-0.7	-6	-4	-9	1	0.1	10	-1
NC(=O)COC(=O)c1cc(-c2ccco2)nc2ccccc12	2	1.6	1	13	2	3	0.0	0	-2
CCCCCCCCSc1nnc(CSc2nc3nc(C)cc(C)n3n2)o1	16	4.1	11	-1	1	4	-0.1	-4	-1

Structural class: the compounds so far with fluorine.
SMILES	LYPLA2 inh	PP5 inh	PP1 inh	PREPL inh	Fh CTSL1 inh	core dimer inh	Efflux pump mplx	JMJD2C inh	TPT1 inhibitor
Cc1cccc(N2CCN(c3nnc(C(F)(F)F)s3)CC2)c1	0	0.3	-3	12	1	-3	-0.1	?	-1
FC(F)(F)c1nc2cc3nc4ccccc4[nH]c3cc2n1	8	3.2	-1	8	-1	-25	-0.1	-10	-3

Later entries.
SMILES	LYPLA2 inh	PP5 inh	PP1 inh	PREPL inh	Fh CTSL1 inh	core dimer inh	Efflux pump mplx	JMJD2C inh	TPT1 inhibitor
CSc1nc(C)c(Cl)c(C)c1C#N	2	1.4	-1	-1	0	-4	0.0	-4	-4
O=C(OCC(=O)N1CCN(C(=O)c2ccco2)CC1)c1cc(-c2ccccc2)nc2ccccc12	14	0.9	0	-16	-7	11	0.1	9&-7	4
CCOc1ccccc1OCCC(=O)NNC(=O)Cn1nc(C)cc1C	5	-2.1	-6	0	-3	-5	0.0	-4	1
O=C(Nc1ccc(Br)cc1)N1CCCCC1	12	-0.6	-5	2	4	0	-0.1	16	-1
CC(C)C(=O)Nc1ccc(C(=O)CN2C(=O)NC3(CCOc4ccccc43)C2=O)cc1 (stereo not given)	-2	0.9	1	-8	.	.	0.5	2	.
COc1ccc(C)cc1S(=O)(=O)N1CCCC(C(=O)NCc2ccccn2)C1 (stereo not given)	-2	-0.3	-1	-6	-3	3	-0.2	-3	-2
CN(C)C(=O)CS(=O)(=O)c1ccc(Cl)cc1	3	1.3	-4	0	-1	0	-0.1	1	1
NC(=S)N/N=C/c1ccc(/C=N/NC(N)=S)cc1	4	0.6	3	16	32*	-11	-0.1	0	0
Cc1[nH]nc(-c2ccc(OCc3cnn(-c4ccccc4)c3)cc2O)c1Oc1ccccc1F	-34	5.7	1	-3	-1	7	0.0	-4	-2
Cc1ccc(S(=O)(=O)Oc2ccc(C3C4=C(CCCC4=O)N(CCC(=O)O)C4=C3C(=O)CCC4)cc2Cl)cc1	-1	1.3	-3	-4	0	11	0.6	16	-3
CCn1c(-c2sc(-c3ccccc3)nc2C)n[nH]c1=S	5	0.4	2	8	3	-2	-0.2	14	-7
C/C(=N\NC(=O)CNC(=O)c1ccccc1Br)c1ccco1	9	0.4	-6	4	-3	-1	-0.1	-1	-7
Cc1ccc(C(=O)Nc2cccc(C(F)(F)F)c2)cc1Nc1cnccn1	-4	4.2	2	5	-2	-3	0.1	8	-2
O=C(NCc1ccco1)c1ccc(Cn2c(=O)c3ccccc3n(Cc3ccc(Cl)cc3)c2=O)cc1	-24	1.1	9	-8	6	34	0.1	12	1
O=C(Nc1cc(Cl)cc(Cl)c1)N1CCCC1	-5	0.5	0	-1	2	-5	0.0	-2	-2

Single records, from the list above. Values in the order: LYPLA2 inh, PP5 inh, PP1 inh, PREPL inh, Fh CTSL1 inh, core dimer inh, Efflux pump mplx, JMJD2C inh, TPT1 inhibitor
C/C(=N\NC(=O)CNC(=O)c1ccccc1Br)c1ccco1 as listed: 9, 0.4, -6, 4, -3, -1, -0.1, -1, -7
CCCn1nc2cc(C(=O)NCc3ccc(C)cc3)ccc2c1OCC as listed: -1, 0.5, -2, 0, -1, 6, 0.2, 0, 3

Grouped by structure, the compounds so far with a cyano group (2)
SMILES	LYPLA2 inh	PP5 inh	PP1 inh	PREPL inh	Fh CTSL1 inh	core dimer inh	Efflux pump mplx	JMJD2C inh	TPT1 inhibitor
N#CCCN(Cc1cccnc1)C(=S)NCc1ccco1	-5	-0.2	7	6	0	-1	0.1	5	3
CSc1nc(C)c(Cl)c(C)c1C#N	2	1.4	-1	-1	0	-4	0.0	-4	-4

High-throughput results (PubChem)
